HCV core dimer = blocks dimerization of HCV core protein; TR-FRET GST/Flag-core106 dimerization, 1536-well; inhibition, % at 5 µM; 300,000 tested, 0.33% active;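 active = inhibition above the mean of all tested compounds plus 3 SD, set per screening campaign, cut at about 45% in these data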
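Assay system: tagged HCV core106 pair (GST and Flag); medium: KF-containing HEPES buffer, pH 7.45, DTT, CHAPS, BSA; also added: Eu donor and XL665 acceptor anti-tag antibodies; dosing: 5 µM single dose; timing: compound-protein-antibody incubation 4 h at 22.5 °C; signal: TR-FRET 671 and 617 nm emission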
CTSL1 counter = cathepsin L1 inhibition, PFM18AAP counter-screen; recombinant F. hepatica cathepsin L1, Z-Leu-Arg-MCA fluorescence; inhibition, % at 5.96 µM; 300,000 tested, 0.49% active; AID 1906;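 active = inhibition above the mean of all tested compounds plus 3 SD, set per screening campaign, cut at about 17% in these data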;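 also: 0% = plate median of test compound wells and 100% = 1 µM Z-Phe-Ala-diazomethylketone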
PP1 counter = PP1-alpha (human) inhibition in PP5 counter-screen | purified PP1alpha, OMFP fluorescence | inhibition, % at 6.7 µM | 320,000 tested, 0.9% active | AID 2235;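 active = inhibition above the mean inhibition of all tested compounds plus 3 SD, computed separately for each screening campaign, cut at about 15% in these data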
Efflux pump mplx = inhibitors of Candida antifungal efflux pumps expressed in yeast; S. cerevisiae Candida pump triplex, Nile Red efflux; inhibition, % at 10 µM; 330,000 tested, 0.44% active;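 active = plate passing quality check with inhibition over a set limit, or well fluorescence over plate mean plus 4 SD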;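 also: Nile Red retained in pooled yeast measured as flow cytometry median fluorescence; 0% = buffer negative control and 100% = Enniatin B positive control; higher means more Nile Red kept so more efflux inhibition; some compounds called inactive have numbers as strong as hits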
proCasp7 act = counter-screen for procaspase-3 activators: activators of human procaspase-7; activation, % at 8.5 µM; 330,000 tested, 0.093% active; recombinant procaspase-7, Ac-DEVD-pNA absorbance 405 nm; D23A/D198A/D206A triple mutant, cannot self-cleave; scale: DMSO 0, 5 µM enzyme 100;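 active = percent activation above the screen-wide mean plus 3 SD, cut at about 25% in these data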
Target sequence (P55210 whole entry D23A/D198A/D206A): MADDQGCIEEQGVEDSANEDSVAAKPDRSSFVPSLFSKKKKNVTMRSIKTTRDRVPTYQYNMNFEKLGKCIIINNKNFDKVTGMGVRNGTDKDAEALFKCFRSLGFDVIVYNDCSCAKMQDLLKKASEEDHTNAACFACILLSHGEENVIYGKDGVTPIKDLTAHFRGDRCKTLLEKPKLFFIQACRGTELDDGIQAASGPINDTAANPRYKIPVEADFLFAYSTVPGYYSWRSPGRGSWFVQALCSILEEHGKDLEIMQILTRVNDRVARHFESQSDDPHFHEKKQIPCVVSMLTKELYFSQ
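Test system: Procaspase-7 triple mutant (PC-7 D3A). Also added: Ac-DEVD-pNA substrate, 400 µM as added. Schedule: 1 h enzyme–compound preincubation and 2 h substrate reaction, both 25 °C. Signal: p-Nitroaniline absorbance at 405 nm, read at 0 and 120 min. Control set: low DMSO alone, high DMSO plus 5 µM PC-7.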
PP5 primary = inhibitors of human protein phosphatase 5 (PP5); purified PP5c, OMFP substrate fluorescence; 320,000 tested, 0.18% active; inhibition, % at 6.7 µM; AID 1987;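 active = inhibition above the campaign's mean inhibition across all tested compounds plus 3 SD, cut at about 9.5% in these data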;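 also: 0% = DMSO only and 100% = 100 µM cantharidin control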
JMJD2C inh = human JMJD2C demethylase inhibition; 330,000 tested, 0.069% active; Q9H3R0; AID 2099; inhibition, % at 2.35 µM; GST-JMJD2C(1-420) H3K9me3 demethylation, DELFIA europium;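 active = more than half of a compound's replicate wells show inhibition beyond 50%, single wells judged on their own value; inconclusive = some, but no more than half, of replicates pass 50% inhibition; inactive = no replicate passes 50% inhibition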;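 also: signal counts dimethyl H3K9 product captured on neutravidin plate; 0% = median of DMSO wells and 100% = 0.3 times that DMSO median; strong numbers were not always called active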
Target sequence (Q9H3R0 1-420 limits assumed): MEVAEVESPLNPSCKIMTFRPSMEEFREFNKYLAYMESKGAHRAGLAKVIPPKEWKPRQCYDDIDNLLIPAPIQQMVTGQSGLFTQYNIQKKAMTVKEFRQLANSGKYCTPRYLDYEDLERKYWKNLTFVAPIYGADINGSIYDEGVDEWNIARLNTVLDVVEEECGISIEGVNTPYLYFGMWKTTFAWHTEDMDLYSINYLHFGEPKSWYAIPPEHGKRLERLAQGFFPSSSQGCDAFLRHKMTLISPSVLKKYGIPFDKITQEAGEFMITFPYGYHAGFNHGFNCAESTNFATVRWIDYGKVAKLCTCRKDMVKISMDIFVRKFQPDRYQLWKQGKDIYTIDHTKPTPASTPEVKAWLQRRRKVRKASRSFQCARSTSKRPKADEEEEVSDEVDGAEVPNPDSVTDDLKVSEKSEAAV
TPT1 inh = C. albicans TPT1 enzyme inhibition; recombinant caTPT1, FP RNA substrate dephosphorylation; inhibition, % at 5 µM; 300,000 tested, 0.81% active;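 active = inhibition above the mean of all tested compounds plus 3 SD, set per screening campaign, cut at about 24% in these data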;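 also: plate controls were DMSO alone for no effect and ferristatin control at 100 nM for full effect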
proCasp3 act = procaspase-3 (human) activation; P42574; recombinant procaspase-3 D3A, Ac-DEVD-pNA absorbance 405 nm; 330,000 tested, 0.11% active; AID 463141; activation, % at 8.5 µM;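 active = activation above the mean of all tested compounds plus 3 SD, cut at about 21% in these data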;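 also: 0% = DMSO alone and 100% = DMSO wells spiked with extra 5 µM PC-3 D3A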
Target sequence (P42574 whole entry D9A/D28A/D175A): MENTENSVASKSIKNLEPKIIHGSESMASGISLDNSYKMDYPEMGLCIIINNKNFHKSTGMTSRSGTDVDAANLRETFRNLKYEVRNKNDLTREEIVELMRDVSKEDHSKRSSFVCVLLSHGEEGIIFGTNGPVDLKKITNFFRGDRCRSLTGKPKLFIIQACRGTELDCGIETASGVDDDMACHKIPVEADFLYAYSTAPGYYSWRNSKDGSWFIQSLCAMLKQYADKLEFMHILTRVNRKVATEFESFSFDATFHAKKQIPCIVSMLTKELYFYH
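assay system = Procaspase-3 D3A mutant | signal = absorbance at 405 nm, 0 and 120 min | times = 1 h preincubation plus 2 h reaction at 25 °C | repeats = single replicate | read-out = % activation between DMSO and enzyme-spiked controls | medium = Zinc-free HEPES saline buffer with Triton X-100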
Numbers without * were called inactive; ? = inconclusive; . = not tested or not shown.

SMILES	HCV core dimer	CTSL1 counter	PP1 counter	Efflux pump mplx	proCasp7 act	PP5 primary	JMJD2C inh	TPT1 inh	proCasp3 act
CCN(C(=O)Cn1cc(C(F)(F)F)ccc1=O)c1c(N)n(Cc2ccccc2)c(=O)[nH]c1=O	5	1	0	0.5	7	0.8	-2	4	-10
Cc1cnn(CCC(=O)NNC(=S)NCC(C)C)c1	-5	-3	-2	-0.1	5	1.4	-2	0	-7
O=C(O)c1cccc(S(=O)(=O)Nc2ccc(Oc3ccccc3)cc2)c1	.	.	.	-0.4	-3	.	7	.	-4
COc1ccc2c(c1)c(CC(=O)Nc1cccc(S(N)(=O)=O)c1)c(C)n2C(=O)c1ccc(Cl)cc1	16	-8	2	0.3	-7	3.5	-4	3	-1
Cc1cc(OCCCCNC(C)C)cc(C(C)C)c1	-1	-1	1	0.2	-1	-2.9	1	-1	-11
Cc1ccc(C)c(N2CCN(C(=O)CCS(=O)(=O)c3ccc4c(c3)oc(=O)n4C)CC2)c1	5	4	0	-0.3	2	-1.8	0	1	2
O=C(Cn1c(=O)oc2cc(S(=O)(=O)N3CCCC3)ccc21)NC1CCCc2ccccc21 (stereo unspecified)	9	-4	10	0.1	-2	3.4	-1	1	10
CCOc1ccc(C2c3cc(OC)c(OC)cc3CC(=O)N2c2ccccc2)cc1 (stereo unspecified)	3	2	-3	0.6	1	-0.8	-5	1	1
O=C(CCCCl)NC(=S)Nc1ccc(CN2CCOCC2)cc1	2	1	-1	0.1	-1	-0.7	10	3	-9
COC(=O)c1ccc(Cn2nc(-c3ccc(C)c(C)c3)ccc2=O)cc1	5	1	1	0.0	9	3.8	-17	-5	-6
CC(=O)NCCC(=O)Nc1nc(-c2cccs2)c(-c2cccs2)s1	8	1	-1	0.5	-23	4.3	-5	1	-4
Cc1ccc(C(=O)NCCc2cc3ccc(C)c(C)c3[nH]c2=O)cc1[N+](=O)[O-]	-8	1	-4	0.2	7	-6.5	2	0	5
CCS(=O)(=O)N1Cc2ccccc2CC1C(=O)Nc1nnc(C2CC2)s1 (stereo unspecified)	1	-3	0	0.0	10	-0.3	-2	-1	-6
CCN(CC)c1ccc(-c2nn3c(-c4ccccc4OC)nnc3s2)cc1	15	4	16*	0.1	33*	8.1	-33	2	-1
O=C(Nc1ccc2c(c1)CCCN2C(=O)c1cccs1)c1ccccc1	-6	1	4	0.0	-1	2.0	-11	3	1

Sorted by length of the SMILES (ascending): part of the list above
SMILES	HCV core dimer	CTSL1 counter	PP1 counter	Efflux pump mplx	proCasp7 act	PP5 primary	JMJD2C inh	TPT1 inh	proCasp3 act
Cc1cc(OCCCCNC(C)C)cc(C(C)C)c1	-1	-1	1	0.2	-1	-2.9	1	-1	-11
Cc1cnn(CCC(=O)NNC(=S)NCC(C)C)c1	-5	-3	-2	-0.1	5	1.4	-2	0	-7
O=C(CCCCl)NC(=S)Nc1ccc(CN2CCOCC2)cc1	2	1	-1	0.1	-1	-0.7	10	3	-9
CC(=O)NCCC(=O)Nc1nc(-c2cccs2)c(-c2cccs2)s1	8	1	-1	0.5	-23	4.3	-5	1	-4
COC(=O)c1ccc(Cn2nc(-c3ccc(C)c(C)c3)ccc2=O)cc1	5	1	1	0.0	9	3.8	-17	-5	-6
CCOc1ccc(C2c3cc(OC)c(OC)cc3CC(=O)N2c2ccccc2)cc1 (stereo unspecified)	3	2	-3	0.6	1	-0.8	-5	1	1
O=C(Cn1c(=O)oc2cc(S(=O)(=O)N3CCCC3)ccc21)NC1CCCc2ccccc21 (stereo unspecified)	9	-4	10	0.1	-2	3.4	-1	1	10
Cc1ccc(C)c(N2CCN(C(=O)CCS(=O)(=O)c3ccc4c(c3)oc(=O)n4C)CC2)c1	5	4	0	-0.3	2	-1.8	0	1	2
CCN(C(=O)Cn1cc(C(F)(F)F)ccc1=O)c1c(N)n(Cc2ccccc2)c(=O)[nH]c1=O	5	1	0	0.5	7	0.8	-2	4	-10
COc1ccc2c(c1)c(CC(=O)Nc1cccc(S(N)(=O)=O)c1)c(C)n2C(=O)c1ccc(Cl)cc1	16	-8	2	0.3	-7	3.5	-4	3	-1

Following part
SMILES	HCV core dimer	CTSL1 counter	PP1 counter	Efflux pump mplx	proCasp7 act	PP5 primary	JMJD2C inh	TPT1 inh	proCasp3 act
O=C(O)C[C@H]1c2ccc(C(F)(F)F)cc2S(=O)(=O)N1C1CCCCC1	7	0	-3	0.0	4	-0.1	20	-2	-3
COc1ccccc1NC(=O)CCN1C(=O)/C(=C\c2cc(OC)c(OC)c(OC)c2)SC1=S	3	2	-5	0.0	-9	-2.2	?	1	1
Cc1ccc2cc3c(NC(=O)c4ccco4)nn(C)c3nc2c1	-4	5	2	0.1	-3	0.3	0	-1	-6
C/C(=N/OCO/N=C(/C)c1ccc(F)cc1)c1ccc(F)cc1	-5	1	-2	-0.1	3	3.3	-3	-2	9
COc1ccccc1OCC(=O)Nc1ccc(Cl)cc1	-1	2	-2	0.1	-6	-0.3	8	0	0
COC(CNC(=O)c1ccc2c(c1)nc(C)n2-c1cccc(C)c1)OC	0	-1	2	-0.1	-1	-1.9	4	1	3
CC(C)Oc1ccccc1/C=N/NC(=O)c1ccc(F)cc1	-3	2	-2	-0.2	1	0.3	-2	2	10
CCOc1ccc(NC(=O)CCSc2nc3c(c(CC)c2C#N)C(=O)CC(C)(C)C3)cc1	8	11	3	-0.2	8	-7.1	-2	-1	-5
COc1cccc(/C=N\n2c(C)nnc2C)c1OC	0	-2	-4	-0.1	14	-1.5	-12	-1	3
CC1CN(C(=O)COC(=O)c2cc3ccccc3cc2O)CC(C)O1 (stereo unspecified)	.	.	.	-0.2	-1	.	-6	.	-4
Nc1ccc(-c2nc(-c3ccccc3)nc3ccccc23)cc1	11	2	2	-0.1	-1	2.2	13	-3	-8
COc1ccc(NC(=O)C2CC(=O)N(CCc3ccc(Cl)cc3)C2)cc1 (stereo unspecified)	4	1	-6	0.3	-1	1.1	8	-2	1
Cc1ccc(S(=O)(=O)N2CCSC2c2ccco2)cc1 (stereo unspecified)	16	-11	0	-0.1	13	0.6	.	-2	1
NS(=O)(=O)c1ccc(CNC(=O)c2cccc(S(=O)(=O)N3CCc4ccccc43)c2)cc1	.	.	-2	0.3	8	2.6	4	.	-7
COC(=O)COc1ccc(-c2nccc(-c3ccccn3)n2)cc1	-12	-1	3	0.4	-5	2.7	28	-1	3
CCC(=O)Oc1ccc(C(=O)Nc2c[nH]c(=O)[nH]c2=O)cc1	-3	-22	-2	-0.2	-10	0.6	2	-1	-10
COc1cccc(NC(=O)Cn2c(=O)c3c(ncn3Cc3ccccc3)n(Cc3ccccc3)c2=O)c1	29	-1	2	-0.1	10	4.2	-1	1	10
COc1cccc(C2=CC(=O)C[C@H](c3ccc(Cl)cc3)C2)c1OC	.	.	1	0.3	-9	4.3	-3	.	4
O=[N+]([O-])c1ccc(N2CCN(S(=O)(=O)c3ccccc3)CC2)cc1NCc1cccnc1	16	-1	10	-0.1	6	3.9	-1	-2	10
CCc1c(C#N)c(SCCC(=O)Nc2cccc(OC)c2)nc2c1C(=O)CC(C)(C)C2	10	3	3	0.0	6	6.0	4	-1	0
O=C(Nc1ccccc1N1CCOCC1)c1ccc2c(c1)OCO2	0	-1	0	0.1	2	1.6	-48	-3	2
O=C(Cn1cc[n+](CC(=O)c2ccccc2)c1)c1ccccc1	-8	5	4	0.0	0	1.8	-2	-2	-11
N#Cc1ccccc1OCC(=O)Nc1ccc2c(c1)OCCCO2	-18	5	-1	-0.2	-5	-9.5	-1	1	-8
COc1cccc(C(=O)COC(=O)c2ccc(NC(=O)c3ccccc3)cc2)c1	13	0	-1	0.0	0	0.8	28	-1	-9
COCCCNCCCCOc1ccc(Br)cc1Cl	-4	-1	0	0.1	6	0.8	-6	1	1
CCOC(=O)c1[nH]c(C)c(C(=O)NCCCOC(C)C)c1C	-5	4	-2	0.0	-5	-1.8	-21	-3	10
COc1ccccc1N1CCN(c2ncnc3nc[nH]c23)CC1	1	0	4	0.3	-4	0.9	-13	-3	-2
CCS(=O)(=O)N1N=C(c2ccccc2)CC1c1ccc2nccnc2c1 (stereo unspecified)	1	2	-3	0.1	1	1.7	-2	0	8
CCc1ccc(-c2cc(C)no2)cc1S(=O)(=O)Nc1cc(C)on1	-3	-1	-1	0.0	8	1.4	-28	1	-2
O=C(O)CCNC(=O)CCCn1nnc2ccccc2c1=O	3	-1	-2	0.1	-5	1.1	-6	2	-2
O=C(c1ccccc1)N1CCN(Cc2ccccc2C(F)(F)F)CC1	1	-3	2	0.0	7	-1.8	-29	-7	12
COc1ccc(Oc2nc(C(F)(F)F)nc3ccccc23)cc1	-3	1	2	-0.2	3	2.8	1	0	7
CCOc1ncccc1C(=O)NCc1ccccc1	-7	-2	-2	0.2	0	1.2	-15	4	0
CC(=O)Nc1cccc(C(=O)OCc2ccc(C(=O)Oc3ccc(Cl)cc3)cc2)c1	-1	0	-1	0.0	-2	1.0	-3	-6	0
COc1ccc(-c2noc(N3CCCC(C(=O)Nc4ccc(F)cc4F)C3)n2)cc1 (stereo unspecified)	4	1	0	0.1	-2	0.0	-6	1	4
CC(=O)Oc1c(C(=O)c2nnc(C)o2)c(=O)n(Cc2ccccc2)c2ccccc12	-4	-13	-2	-0.2	-16	-1.1	-5	-2	-6
O=C(Nc1ccc2[nH]c(=O)[nH]c2c1)C(F)(F)F	-4	2	2	0.2	-9	0.2	15	0	-2
Cc1cccc(N2C(=O)c3cccc4c(N)ccc(c34)C2=O)c1	-6	7	-8	0.0	6	-8.7	-5	-71	4
COCCCN1C(=O)c2[nH]nc(-c3ccccc3O)c2C1c1ccc(Cl)cc1 (stereo unspecified)	0	4	3	-0.1	2	2.3	31	0	-6
CC(=O)c1cccc(Oc2ncccn2)c1	-7	-9	1	0.5	3	0.7	-5	-1	-7
COc1ccc2c(c1)OC[C@H]1[C@H]2N2C(=O)c3cc(OC)ccc3NC(=O)[C@@]2(C)[C@H]1c1ccccc1	27	-2	-5	.	6	3.6	-9	-2	-1

Assay outcomes (PubChem)
